Source: PubChem
JMJD2A Tudor: qHTS Assay for Inhibitors of JMJD2A-Tudor Domain | AlphaScreen JMJD2A-Tudor / H3K4me3 peptide binding | Potency, µM (highest dose often 114 µM), for inactives: at the top dose activity change, negative = inhibition, actives largely listed as inhibitors | Lysine-specific demethylase 4A (Homo sapiens), O75164 | 4.4% of 390,000 active | AID 504339, 2011; note: % is set by controls: 0 for no effect and ±100 for the full control effect; nearly all actives have a fitted effect of over 50% in size
BLM helicase inh: qHTS Assay for Inhibitors of Bloom's syndrome helicase (BLM) | recombinant BLM DNA unwinding, fluorescence dequenching | Potency, µM (titrated, usually from 56.1 µM), for the others: at the top dose activity change, negative = inhibition, hits mostly inhibitors | RecQ-like DNA helicase BLM (Homo sapiens), P54132 | 0.2% of 350,000 active | AID 2528, 2010;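 note: plate controls were vehicle for no effect and no enzyme for full effect; nearly all actives have a fitted effect of over 35% in size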
POLB inh: qHTS Assay for Inhibitors of DNA Polymerase Beta | 1.3% of 340,000 active | AID 485314, 2010 | Potency, µM (doses to about 114 µM), without a hit: at the highest dose activity change, negative = inhibition, most hits filed as inhibitors | Pol beta primer extension/strand displacement, fluorescence kinetic; note: % is set by controls: 0 for no effect and ±100 for the full control effect
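10 nM enzyme + cpd, 15 min RT; start with substrate 50 nM final; read 0 min and after 10 min RT. Corrected, normalized data; 4-parameter Hill curve fit.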
Pol kappa inh: qHTS for Inhibitors of Polymerase Kappa; DNA polymerase kappa (Homo sapiens), Q9UBT6; purified Pol kappa, fluorescent DNA synthesis assay, 10 min; Potency, µM (top dose mostly 107 µM), for the others: top-dose activity, negative = inhibition, usual class: inhibitors; 0.53% of 400,000 active; AID 588579, 2011; note: % is set by controls: 0 for no effect and ±100 for the full control effect
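10 nM Pol kappa was preincubated with compounds for 15 min at room temperature. Reaction started with 50 nM (final) substrate. Fluorescence read kinetically at 0 and 10 min.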
G9a block: qHTS Assay for Inhibitors of Histone Lysine Methyltransferase G9a | Histone-lysine N-methyltransferase EHMT2 (Homo sapiens), Q96KQ7 | G9a H3K9 monomethylation, AlphaScreen, 2 h | Potency, µM (series often up to 102 µM), for inactives: at the highest dose activity, negative = inhibition, actives largely listed as inhibitors | 8.8% of 350,000 active | AID 504332, 2011; note: % is set by controls: 0 for no effect and ±100 for the full control effect; nearly all actives have a fitted effect of over 75% in size
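Chemiluminescent proximity detection of H3K9 monomethylation, read after 10 min bead incubation in the dark. Reaction: 20 nM G9a, 500 nM biotin-H3K9 peptide, 20 uM SAM cofactor, 2 h, room temperature, following 15 min enzyme-compound preincubation.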
APEX1 inh: qHTS Assay for Inhibitors of the Human Apurinic/apyrimidinic Endonuclease 1 (APE1). DNA repair nuclease/redox regulator APEX1 (Homo sapiens), P27695. recombinant APE1, TAMRA/BHQ-2 abasic DNA cleavage fluorescence. Potency, µM (series often up to 65.8 µM), for the others: at the highest dose activity change, negative = inhibition, hits mostly inhibitors. 0.35% of 350,000 active. AID 2517, 2012;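 note: plate controls were vehicle for no effect and reference inhibitor for full effect; nearly all actives have a fitted effect of over 55% in size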
Target sequence (P27695 whole entry, looked up): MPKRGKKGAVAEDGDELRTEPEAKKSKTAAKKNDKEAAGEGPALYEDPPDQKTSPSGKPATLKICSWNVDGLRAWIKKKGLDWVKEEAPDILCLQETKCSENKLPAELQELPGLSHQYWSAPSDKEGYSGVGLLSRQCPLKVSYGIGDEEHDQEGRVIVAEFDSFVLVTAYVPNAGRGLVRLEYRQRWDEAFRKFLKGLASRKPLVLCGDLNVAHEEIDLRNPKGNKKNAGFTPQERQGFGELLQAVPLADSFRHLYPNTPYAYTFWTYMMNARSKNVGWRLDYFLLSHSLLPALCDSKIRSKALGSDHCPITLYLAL
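Substrate: short duplex with […] THF abasic site, 5'-TAMRA and 3'-BHQ-2, 50 nM final. APE1 at 0.75 nM, preincubated 15 min RT with compound. Fluorescence increase from first to third read measured activity.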
POLI inh: qHTS for Inhibitors of Polymerase Iota. 1% of 390,000 active. DNA polymerase iota (Homo sapiens), Q9UNA4. Potency, µM (doses to about 115 µM), inactives show top-dose activity, negative = inhibition, most hits filed as inhibitors. AID 588590, 2011. Pol iota fluorescent replication assay, 10 min
Target sequence (Q9UNA4 whole entry, looked up): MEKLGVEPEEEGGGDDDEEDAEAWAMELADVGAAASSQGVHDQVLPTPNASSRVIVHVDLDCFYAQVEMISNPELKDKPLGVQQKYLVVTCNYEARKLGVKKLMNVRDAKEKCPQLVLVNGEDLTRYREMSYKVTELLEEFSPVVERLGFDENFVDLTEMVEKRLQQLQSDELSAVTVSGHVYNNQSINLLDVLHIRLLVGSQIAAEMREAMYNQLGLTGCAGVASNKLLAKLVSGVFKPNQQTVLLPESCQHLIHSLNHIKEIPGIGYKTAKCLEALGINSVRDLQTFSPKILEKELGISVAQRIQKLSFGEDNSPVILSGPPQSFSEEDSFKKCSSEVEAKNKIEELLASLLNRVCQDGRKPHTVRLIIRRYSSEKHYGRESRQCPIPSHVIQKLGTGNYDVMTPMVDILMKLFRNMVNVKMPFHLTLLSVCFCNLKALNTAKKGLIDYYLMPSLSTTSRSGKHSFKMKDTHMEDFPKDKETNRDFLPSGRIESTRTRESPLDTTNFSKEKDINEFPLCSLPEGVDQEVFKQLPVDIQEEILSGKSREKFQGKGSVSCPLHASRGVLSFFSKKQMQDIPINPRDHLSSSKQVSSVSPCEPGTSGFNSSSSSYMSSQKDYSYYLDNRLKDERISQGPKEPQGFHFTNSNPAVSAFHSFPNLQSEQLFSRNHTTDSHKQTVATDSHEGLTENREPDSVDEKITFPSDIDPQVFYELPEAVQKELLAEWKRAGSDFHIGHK
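Pol iota at 10 nM preincubated 15 min with compounds at room temperature; reaction started with fluorescent substrate, 50 nM final. Fluorescence read kinetically at 0 and 10 min; buffer-only wells as negative control.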
BAZ2B block: qHTS Assay for Inhibitors of BAZ2B; Bromodomain adjacent to zinc finger domain protein 2B (Homo sapiens), Q9UIF8; AlphaScreen BAZ2B-H3K14Ac peptide displacement; Potency, µM (series often up to 114 µM), inactives show top-dose activity change, negative = inhibition, actives largely listed as inhibitors; 4.4% of 360,000 active; note: % is set by controls: 0 for no effect and ±100 for the full control effect; nearly all actives have a fitted effect of over 60% in size
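Multi-concentration screen (max 110 uM) measuring displacement of acetylated histone H3 peptide from BAZ2B by AlphaScreen, using 50 nM protein, 50 nM peptide and 10 ug/mL streptavidin donor plus Ni-chelate acceptor beads.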
POLH inh: qHTS for Inhibitors of Polymerase Eta; AID 588591, 2011; Potency, µM (highest dose often 114 µM), for the others: top-dose activity change, negative = inhibition, usual class: inhibitors; DNA polymerase eta (Homo sapiens), Q9Y253; recombinant Pol eta, fluorescent DNA replication assay; 1.2% of 390,000 active; note: % is set by controls: 0 for no effect and ±100 for the full control effect
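Pol eta (10 nM) was preincubated with compounds for 15 min at room temperature, after which fluorescent replication substrate (50 nM final) was added to start the reaction. Fluorescence was read kinetically at 0 and 10 min.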
An asterisk follows results filed as active; ? = inconclusive; nt = not tested or not shown; & = joins results of further samples; [ ] = remark or other dose. Calls come from the whole dose curve; as a rule, active = well fitted curve in the direction sought with a large enough effect; inconclusive = small, poorly fitted or top-dose-only effect, or another doubt; inactive = no such curve, though single readings can be large; an effect the other way counts as inactive or inconclusive. Potency is the fitted concentration of half-maximal effect. These rows are one share of the data; rates above refer to the full screens.

Values run as follows: JMJD2A Tudor	BLM helicase inh	POLB inh	Pol kappa inh	G9a block	APEX1 inh	POLI inh	BAZ2B block	POLH inh
- CN1CCN(CCC(=O)N/N=C/c2cc([N+](=O)[O-])ccc2O)CC1
    ?	-5%	-2%	-6%	?	9%	18%	0%	-18%
- O=C(NCc1ccc2c(c1)OCO2)c1ccc(S(=O)(=O)C(F)F)cc1
    -8%	-3%	13%	-2%	13%	-2%	17%	13%	-8%
- O=C(Nc1ccc(F)cc1Cl)C1=COCCO1
    -15%	nt	nt	-6%	-3%	7%	?	-1%	1%
- COc1ccc(Nc2ncc(C(=O)Nc3ccc(F)cc3F)c3ccccc23)cc1
    -8%	-1%	-21%	-16%	-24%[59 µM]	nt	?	-2%	-27%
- CCOc1ccc(C2/C(=C(\O)c3ccc(OC)c(OC)c3)C(=O)C(=O)N2c2cc(C)on2)cc1OC (stereo unspecified)
    -35%	0%	1%	1%	?	0%	?	-22%	-9%
- CCOCCN1CCN(C(=O)CN2CCCC2=O)CC1
    ?	3%	37%	-5%	7.9µM*	16%	152%[activator]	89µM*	-15%
- COc1ncc2nc(-c3cn(C)c4ccccc34)c(=O)n(C[C@H]3CCCO3)c2n1
    nt	1%	nt	-2%[60.1 µM]	18%[0.501 µM]	6%	nt	nt	nt
- CC(C)c1cc(C(N)=O)c(NC(=O)C2CCC2)s1
    -14%	-8%	-2%	-3%	-36%	-5%	10%	6%	-16%
- CCCCCCCC(=O)Nc1cc(C(=O)NCCC)ccc1N1CCC2(CC1)CC(c1ccccc1)=NO2
    -29%	-6%	10%	0%	25%	-14%	20%	9%	-16%
- CC1=Nc2cc(C(=O)O)ccc2Sc2ccc(Br)cc21
    -34%	-6%	1%	?	-22%	?	?	-35%	50µM*
- CCCCN(C)Cc1c(C)[nH]c2ccccc2c1=O
    4%	3%	5%	0%	?	1%	?	-7%	-23%
- COc1cc(CNc2ccc3c(c2)ncn3C(C)C)cc(OC)c1OC
    -20%	-5%	5%	-5%	?	nt	9%	-27%	-11%
- c1ccc2c(c1)nc(N1CCCCC1)c1ccccc12
    159%[activator]	-8%	-8%	2%	137%[activator]	4%	31%[activator]	99%[activator]	-26%
- Cc1ccc(CC(=O)N2CCC(c3nc4c(nnn4Cc4ccccc4)c(=O)[nH]3)CC2)cc1
    -23%	4%	1%	-5%	1%[59 µM]	-1%	13%	12%	-5%
- O=C(N/N=C/c1ccccc1C(F)(F)F)c1ccc(O)cc1
    -13%	-3%	0%	-8%	-2%	-9%	109%[activator]	-18%	3%
- COc1ccc(-n2nc3c(c2NC(=O)CBr)CSC3)cc1
    -25%	-7%	23%	-9%	?	-2%	?	?	?
- O=C(CSc1nnc2ccc(-c3cccnc3)nn12)Nc1cccc(F)c1
    -9%	nt	nt	0%	?	39%	26%	4%	-14%
- Cn1c(=O)c2c(SC3CCCC3)nc(C3CC3)nc2n(C)c1=O
    -14%	1%	2%	-17%	20%	-1%	-7%	1%	-5%
- O=[N+]([O-])c1cccc(C=NNc2ccccc2)c1
    40µM*	nt	nt	-15%	nt	nt	87%[activator]	nt	-18%
- CCN1C(=O)/C(=C/c2cccs2)S/C1=N\S(=O)(=O)c1ccc(C)cc1
    ?	-2%	8%	-15%	19%[59 µM]	1%	-3%	-7%	-18%
- Cc1ccccc1Nc1nc(N)nc(COC(=O)c2c(C)noc2C)n1
    -8%	nt	nt	2%	nt	14%	42%[activator]	nt	-10%
- CCOC(=O)c1cnc2ccc(OCC)cc2c1NCCc1ccc(OC)c(OC)c1
    -32%	-6%	3%	7%	61%[activator][59 µM]	nt	11%	10%	-6%
- Cc1ccccc1NC(=O)CSc1nc(-c2ccc(F)cc2)nc2c1Cc1ccccc1O2
    -11%	-2%	47%	-4%	-6%[59 µM]	nt	34%[activator]	-7%	-10%
- COc1cc(CCN2C(=O)c3cccc4cccc(c34)C2=O)c(S(=O)(=O)NCCO)cc1OC
    ?	1%	1%[57.1 µM]	-13%	-8%	5%	-7%	10%	?
- COc1ccc(OC)c(-c2cc(C(=O)Nc3c(C)nn(Cc4ccccc4Cl)c3C)no2)c1
    -27%	-11%	34%	0%	?	?	28%	-10%	-5%
- O=C(CCN1C(=O)c2ccccc2Sc2ncccc21)Nc1ccc(F)cc1
    -31%	0%	30%	-6%	?	nt	1%	-35%	-17%
- CC1CCc2cc(F)ccc2N1C(=O)C12CCC(C)(C(=O)O1)C2(C)C (stereo unspecified)
    0%	-14%	4%	-15%	-3%	15%	-11%	-12%	5%
- CCOc1ccccc1N1CC(C(=O)N(C)Cc2cccnc2)CC1=O (stereo unspecified)
    -5%	-2%	-1%	-11%	-10%	61%[activator]	-2%	-17%	0%
- CCC1CCc2c(sc(NC(=O)C3c4ccccc4Oc4ccccc43)c2C(N)=O)C1 (stereo unspecified)
    -18%	-6%	10%	-12%	17%[59 µM]	-5%	15%	-4%	-15%
- CC(C)(C)OC(=O)N1CCC(c2nnc(SCc3ccccc3Cl)o2)CC1
    27%	-2%	-29%	-16%	57%[activator][59 µM]	nt	4%	48%[activator]	-13%

An excerpt of these results, with tabs:
structure	JMJD2A Tudor	BLM helicase inh	POLB inh	Pol kappa inh	G9a block	APEX1 inh	POLI inh	BAZ2B block	POLH inh
CCCCCCCC(=O)Nc1cc(C(=O)NCCC)ccc1N1CCC2(CC1)CC(c1ccccc1)=NO2	-29%	-6%	10%	0%	25%	-14%	20%	9%	-16%
c1ccc2c(c1)nc(N1CCCCC1)c1ccccc12	159%[activator]	-8%	-8%	2%	137%[activator]	4%	31%[activator]	99%[activator]	-26%
Cc1ccc(CC(=O)N2CCC(c3nc4c(nnn4Cc4ccccc4)c(=O)[nH]3)CC2)cc1	-23%	4%	1%	-5%	1%[59 µM]	-1%	13%	12%	-5%
CCCCN(C)Cc1c(C)[nH]c2ccccc2c1=O	4%	3%	5%	0%	?	1%	?	-7%	-23%
COc1cc(CNc2ccc3c(c2)ncn3C(C)C)cc(OC)c1OC	-20%	-5%	5%	-5%	?	nt	9%	-27%	-11%

Sorted by the number under BLM helicase inh (largest number first): 6 of the compounds above.
compound | JMJD2A Tudor | BLM helicase inh | Pol kappa inh | G9a block | APEX1 inh | POLI inh | BAZ2B block | POLH inh
Cn1c(=O)c2c(SC3CCCC3)nc(C3CC3)nc2n(C)c1=O | -14% | 1% | -17% | 20% | -1% | -7% | 1% | -5%
Cc1ccccc1NC(=O)CSc1nc(-c2ccc(F)cc2)nc2c1Cc1ccccc1O2 | -11% | -2% | -4% | -6%[59 µM] | nt | 34%[activator] | -7% | -10%
O=C(N/N=C/c1ccccc1C(F)(F)F)c1ccc(O)cc1 | -13% | -3% | -8% | -2% | -9% | 109%[activator] | -18% | 3%
CN1CCN(CCC(=O)N/N=C/c2cc([N+](=O)[O-])ccc2O)CC1 | ? | -5% | -6% | ? | 9% | 18% | 0% | -18%
CCC1CCc2c(sc(NC(=O)C3c4ccccc4Oc4ccccc43)c2C(N)=O)C1 (stereo unspecified) | -18% | -6% | -12% | 17%[59 µM] | -5% | 15% | -4% | -15%
COc1ccc(OC)c(-c2cc(C(=O)Nc3c(C)nn(Cc4ccccc4Cl)c3C)no2)c1 | -27% | -11% | 0% | ? | ? | 28% | -10% | -5%

Next compounds
Values run as follows: JMJD2A Tudor	BLM helicase inh	POLB inh	Pol kappa inh	G9a block	APEX1 inh	POLI inh	BAZ2B block	POLH inh
- CN(NC(=O)c1ccccc1F)c1ncccc1[N+](=O)[O-]
    -10%	0%	35%	-11%	-3%	0%	-10%	-3%	2%
- CN(C)c1ccc(CNC(=O)c2ccccc2NC(=O)c2nsc3ccccc23)cc1
    -21%	-6%	-27%	-1%[60.1 µM]	-25%[59 µM]	nt	-9%	-30%	-15%
- O=C(NCCCN1CCOCC1)c1cc(-c2ccc(Cl)s2)nc2ccccc12
    -1%	nt	nt	-14%	23%[0.501 µM]	-9%	-1%	13%	-10%
- NC(N)=NC(N)=Nc1ccccc1
    -17%	4%&4%	17%[57.1 µM]	-14%[60.1 µM]	-29%[59 µM]	22%&1%&0%&10%&0%	?	-1%	-13%
- Cc1nc(N/N=C\c2ccc3c(c2)OCO3)sc1C
    ?	-6%	31%	-12%	nt	2%	16%	-32%	-5%
- COc1ccc(NC(=O)C(=O)NCc2ccco2)c(OC)c1
    -5%	1%	0%	7%	-5%[59 µM]	nt	-16%	7%	2%
- C[C@@H](NCCCc1cccc(C(F)(F)F)c1)c1cccc2ccccc12
    nt	-9%	nt	0%[19.4 µM]	?	nt	-13%	nt	nt
- CN(Cc1ccccc1)C(=O)COc1ccccc1
    -2%	-15%	23%	-4%	-14%[59 µM]	1%	14%	5%	-4%
- COc1cc(OC)cc(C(=O)N[C@H](C(=O)OCC(=O)Nc2ccc(C(N)=O)cc2)C(C)C)c1
    -2%	-1%	-1%	1%	0%[59 µM]	3%	86%[activator]	0%	-18%
- O=C(Nc1ccc(N2CCOCC2)cc1N1CCOCC1)c1ccc(Br)cc1
    -7%	-4%	-6%	-1%	14%	-1%	13%	-3%	-5%
- CCCCn1c(N)c(N(CCOC)C(=O)c2cnc(C)cn2)c(=O)[nH]c1=O
    -9%	nt	nt	-2%	40µM*	5%	30%[activator]	12%	-17%
